Screening results as filed in PubChem BioAssay.
ATG4B inhibitor: blocks human ATG4B protease cleavage of LC3 substrate | AID 504462 | Q9Y4P1 | inhibition, % at 8.33 µM | ATG4B cleavage of LC3-PLA2, NBD-HPC fluorescence, 1 h | 340,000 compounds, 0.51% hits; in the data active means inhibition above about 40%
SENP6 inh: inhibitors of human SENP6 protease. Q9GZR1. Recombinant SENP6 catalytic domain, aminoluciferin luminescence. inhibition, % at 10 µM. 330,000 compounds, 1.8% hits;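 active means inhibition above about 50% at the single tested dose, limit read from the data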;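 further: plate controls were DMSO wells with enzyme for no effect and DMSO wells lacking enzyme for full effect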
PfG6PD inh: PfG6PD (Plasmodium falciparum) enzyme inhibition; PfGluPho enzyme, NADPH resazurin-diaphorase fluorescence; inhibition, % at 20 µM; 350,000 compounds, 0.78% hits;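 active means inhibition reaching at least a set limit at 20 µM in the primary screen, cut at about 59% in these data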;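 further: 0% = DMSO wells with substrate and 100% = DMSO wells lacking glucose-6-phosphate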
SENP7 inh: SENP7 protease inhibition. Q9BQF6. recombinant SENP7, Z-RLRGG-aminoluciferin luminescence, 40 min. inhibition, % at 5 µM. 330,000 compounds, 1.5% hits. AID 434973;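 active means inhibition above about 50% at the single test dose, limit read from the data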;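 further: plate controls were DMSO with enzyme for no effect and no enzyme buffer wells for full effect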
HKDC1 inhibitor: HKDC1 (human) hexokinase inhibition | 340,000 compounds, 0.16% hits | inhibition, % at 20 µM | Q2TB90 | recombinant HKDC1, G6PDH/diaphorase resazurin coupled fluorescence;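 active means inhibition above about 35% when tested at 20 µM, limit read from the data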;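 further: plate controls were DMSO wells with enzyme for no effect and DMSO wells lacking enzyme for full effect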
Target sequence (Q2TB90 whole entry, looked up): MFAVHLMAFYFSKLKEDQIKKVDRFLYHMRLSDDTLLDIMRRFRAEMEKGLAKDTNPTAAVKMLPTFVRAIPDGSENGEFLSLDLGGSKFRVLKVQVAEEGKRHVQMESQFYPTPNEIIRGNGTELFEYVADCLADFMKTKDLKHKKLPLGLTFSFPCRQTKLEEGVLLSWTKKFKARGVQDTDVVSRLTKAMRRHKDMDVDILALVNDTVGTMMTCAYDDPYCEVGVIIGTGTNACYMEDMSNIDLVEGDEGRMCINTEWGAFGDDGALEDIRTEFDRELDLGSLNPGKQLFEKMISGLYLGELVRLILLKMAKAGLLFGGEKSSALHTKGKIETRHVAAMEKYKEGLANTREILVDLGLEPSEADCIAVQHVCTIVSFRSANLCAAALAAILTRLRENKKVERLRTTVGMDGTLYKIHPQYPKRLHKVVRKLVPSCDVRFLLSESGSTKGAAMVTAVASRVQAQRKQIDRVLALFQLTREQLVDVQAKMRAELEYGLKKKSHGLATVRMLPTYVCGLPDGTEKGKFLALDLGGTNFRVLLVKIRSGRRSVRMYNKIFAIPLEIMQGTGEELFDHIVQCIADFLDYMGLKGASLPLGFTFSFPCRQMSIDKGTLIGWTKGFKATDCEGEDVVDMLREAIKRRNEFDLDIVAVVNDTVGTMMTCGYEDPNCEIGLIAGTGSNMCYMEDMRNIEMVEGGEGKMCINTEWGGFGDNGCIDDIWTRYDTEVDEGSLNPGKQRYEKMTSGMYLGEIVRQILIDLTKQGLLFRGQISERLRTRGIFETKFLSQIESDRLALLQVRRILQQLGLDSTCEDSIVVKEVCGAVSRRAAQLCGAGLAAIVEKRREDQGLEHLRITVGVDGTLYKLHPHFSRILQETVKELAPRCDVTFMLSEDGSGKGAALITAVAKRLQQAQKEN
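Incubation: 90 min at room temperature in dark / Material: recombinant HKDC1 (HK5) hexokinase enzyme, produced in-house / Quantity: enzyme 5 µg/mL final / Compound: one dose of 20 µM, 1% DMSO / Reagent: glucose and ATP substrates / Buffer or medium: Tris pH 8.0 buffer with MgCl2, Tween-20, BSA, BME / Technique: resorufin fluorescence at 613 nm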
GRIN3A LBD mod: modulators (binders) of human NR3A ligand-binding domain; 340,000 compounds, 2.5% hits; AID 1259313; NR3A LBD differential scanning fluorimetry, Tm shift; 0% = protein alone, 100% = glycine-bound protein; Tm shift relative to glycine control, % at 25 µM;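 active means melting temperature shift of at least 10% of the positive control shift, at one fixed dose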
MPTP inh: permeability transition pore inhibition | AID 602449 | isolated mouse mitochondria, Ca2+ swelling absorbance, 30 min | inhibition, % at 10 µM | 360,000 compounds, 1.4% hits;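 active means inhibition of 50% or more, scaled per plate between neutral and stimulator controls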;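 further: 0% = DMSO wells given calcium and 100% = 1 mM EGTA wells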
SENP8 inh: blocks human SENP8 cleavage of Nedd8 substrate; Q96LD8; recombinant SENP8, Nedd8 substrate fluorescence; inhibition, % at 20 µM; 360,000 compounds, 0.64% hits; AID 602440; in the data active means inhibition mostly above about 40%, no sharp cut-off; inactive means mostly below about 27%
Target sequence (Q96LD8 whole entry, looked up): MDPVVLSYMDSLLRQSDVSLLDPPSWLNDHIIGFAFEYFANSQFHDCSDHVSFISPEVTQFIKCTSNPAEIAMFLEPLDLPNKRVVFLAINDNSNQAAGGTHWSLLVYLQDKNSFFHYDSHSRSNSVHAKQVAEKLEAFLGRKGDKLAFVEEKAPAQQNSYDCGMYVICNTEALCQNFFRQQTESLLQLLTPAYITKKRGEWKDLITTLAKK
Active calls of the source: *; i = inactive; . = not tested or not shown.

SMILES	ATG4B inhibitor	SENP6 inh	PfG6PD inh	SENP7 inh	HKDC1 inhibitor	GRIN3A LBD mod	MPTP inh	SENP8 inh
COc1ccc(C2CC(=O)Oc3cc(OC)c(OC)c(OC)c32)cc1 (configuration not stated)	5	.	-9	1	-5	-2	1.0	-1
O=C(CCn1c(=O)oc2ccccc21)Nc1nc2ccccc2s1	-3	-10	3	6	-1	-31	-0.8	20
O=c1cc(CSc2ccccn2)[nH]c(=O)[nH]1	-3	8	-2	2	-3	-10	-0.3	26
COc1ccc(OC)c(S(=O)(=O)N/N=C(/C)c2ccc3c(c2)OCO3)c1	-2	-4	16	-8	3	2	-2.2	14
CC(C)C(=O)NCC(c1ccc2c(c1)OCO2)N1CCOCC1 (configuration not stated)	8	5	5	-3	2	1	-1.0	6
CN(Cc1ccccc1F)C(=O)c1cccc(NC(=O)CC2SC(N3CCCCC3)=NC2=O)c1 (configuration not stated)	0	.	-4	.	-4	-1	0.6	-11
COc1ccc(COC(=O)NNC(=O)c2ccc(OC)cc2)cc1	1	-32	3	7	-7	-1	1.4	4
Cc1ccc(-c2cc(C(F)F)n3ncc(C(=O)Nc4c(C)nn(Cc5ccccc5Cl)c4C)c3n2)cc1	1	1	10	7	1	4	1.8	26
Cc1c(C2=CCN(S(=O)(=O)c3ccc(Cl)cc3)CC2)c2ccccc2n1C	8	-8	1	6	-1	-1	0.2	-59
CCOc1cccc2sc(N(CCN(CC)CC)C(=O)c3ccc(S(=O)(=O)N4CCCC4)cc3)nc12	-4	1	7	0	-6	1	-2.7	5
CCN(CC(=O)Nc1cccc(OC)c1)C(=O)c1cccc(S(=O)(=O)N2CCc3ccccc32)c1	-14	.	-2	.	0	-7	-0.1	3
O=C(NCC1CC1)C1(C(F)(F)F)C/C(=C\Cc2ccccc2)CCCO1 (configuration not stated)	-8	4	8	-2	0	3	-0.1	11
Nc1c(NCCc2ccccc2)c2ccccc2oc1=O	-6	-19	-11	-5	-1	2	2.5	-18
CN(C(=O)COC(=O)c1cc(Br)c(Br)s1)C1CCS(=O)(=O)C1 (configuration not stated)	0	6	-14	6	-4	0	-0.5	16
O=C(c1cccnc1)n1nc(NCc2ccccc2)nc1NCc1ccccc1	42*	-8	19	2	-4	-1	2.5	16
CC(C)n1c(NCc2ccccc2O)nc2ccccc21	-1	7	12	-1	3	3	0.3	16
O=C(/C=C/c1cn(-c2ccccc2)nc1-c1ccc2c(c1)OCCO2)NCCO	-4	-3	-11	-5	17	0	-0.2	-137
O=S(=O)(NCCc1ccccc1)c1ccc(S(=O)(=O)N2CCCCC2)cc1	-13	2	-8	-5	1	0	0.6	13
O=C(COC(=O)/C=C/c1ccc(Cl)cc1)NCCc1ccccc1	-4	-5	7	-9	10	1	1.4	9
O=C(CCCn1c(=S)[nH]c2ccc(Br)cc2c1=O)N1CCN(c2ccccn2)CC1	-3	-2	-8	2	4	-6	10	9
O=C(COC(=O)Cn1nnc(-c2ccccc2)n1)Nc1cc(F)ccc1F	1	-11	-4	10	-4	2	0.1	8
COc1ccc(C2(CNC(=O)/C=C\c3ccco3)CCCC2)cc1OC	-4	7	46	-1	0	-1	4.8	-6
Cc1c(Br)cc(C(=O)OC2CCN(C)CC2)c(C)c1C	2	4	-1	1	-9	-11	0.1	12
Cc1c(C(=O)N/N=C/c2ccncc2)no[n+]1[O-]	-5	-6	4	3	-7	-1	-0.3	11
Cc1ccc(CSc2ncnc3c2cnn3-c2ccc(C)cc2)cc1	4	.	1	.	-9	0	0.8	-93
CCCN(CCC)S(=O)(=O)c1ccc(C)cc1	-1	-24	5	2	-1	-1	-3.8	8
CN(C)S(=O)(=O)c1ccc(NC(=O)Cc2ccc(S(=O)(=O)N3CCOCC3)s2)cc1	4	-28	5	-6	4	-3	0.2	-6
CCCCNC(=O)NNC(=O)c1cc(C)on1	-7	-42	-4	-6	-5	1	1.7	12
CC(C)(C)NC(=O)CN(C(=O)c1csnn1)c1cccc2c1CCCC2	-6	-7	7	0	-8	0	-1.0	11
CCn1c(O)c(N=NC(=O)CNc2cccc(C)c2)c2ccccc21	-3	-12	15	-9	1	4	2.2	11
CCOc1ccc(/C=C(/C#N)c2nnc(N3CCOCC3)n2-c2ccccc2)cc1OC	-12	.	-11	.	-4	0	-0.6	-27
CCOC(=O)[C@H]1[C@H]2COc3cc(OC)ccc3[C@@H]2N2C(=O)CN(Cc3ccco3)C(=O)[C@@]12C	-4	-8	-10	-2	-6	-1	-0.9	1
COCCCNC(=S)NNC(=O)c1cc(C2CC2)nc2ccccc12	8	0	-12	-1	-3	0	1.3	-60
c1ccc(CN2CCN(c3ncnc4nc[nH]c34)CC2)cc1	-2	-3	-1	-1	-4	1	-1.1	18
Cc1cccc(N2CCN(S(=O)(=O)c3ccc4c(c3)NC(=O)CS4)CC2)c1C	17	-2	11	2	1	3	0.2	4
O=C(NCc1ccccc1)c1ccc2nc(-c3ccco3)c(-c3ccco3)nc2c1	44*	2	44	14	32	-11	1.1	i
C/C=C(\C)CN1CCN(c2cc(C)ccc2C)CC1	11	1	0	0	-13	1	0.3	6
Cn1c(SCC2CCCO2)nnc1-c1ccc([N+](=O)[O-])cc1 (configuration not stated)	-5	-18	9	5	-7	-1	0.1	18
CC1Cc2ccccc2N1Cc1nc2scc(-c3cccs3)c2c(=O)[nH]1 (configuration not stated)	5	-8	2	-10	4	-2	7.5	-82
Cc1nc2c(=O)oc3ccccc3c2n1-c1ccccc1	-10	-10	-18	0	4	-1	-4.9	23
CC(NC(=O)CSc1nnc(CC(=O)Nc2ccc(Cl)c(Cl)c2)n1C)c1ccccc1 (configuration not stated)	-4	9	-11	0	-7	-1	1.9	3
CC(C)(C)C(=O)NC1CCN(CC(=O)Nc2ccc3c(c2)OCO3)CC1	-10	-9	-17	-2	-4	0	-0.1	4
CCN(CC(=O)Nc1ccc2c(c1)CCC2)Cc1nc2ccccc2c(=O)[nH]1	-8	5	-4	8	0	0	1.0	18
COC(=O)CSc1nc2cc3c(cc2cc1C)OCO3	-6	-3	0	2	1	-2	0.2	-10
CCN(CCO)C(=O)C(c1ccccc1)c1ccccc1	-6	2	-10	5	-4	-6	-3.4	15
COc1ccc(CNC(=O)COC(=O)CCc2nc3ccccc3c(=O)[nH]2)cc1	-1	-2	-8	-2	-1	0	0.2	-18
C/C(Cl)=C/CSc1nn2c(=O)c3ccccc3nc2s1	15	-11	10	7	15	2	-1.3	16
CNC(C)c1cc(OC)ccc1OC (configuration not stated)	9	-24	-4	-7	-3	-2	-1.7	5
O=C(NC(=S)Nc1ccc(N2CCOCC2)cc1)c1cccc(Cl)c1	-3	-10	7	-7	-6	-1	-0.3	20
COc1cc(C(=O)OCC(=O)Nc2c(C)n(C)n(-c3ccccc3)c2=O)c([N+](=O)[O-])cc1OC	-11	-2	15	-8	-1	-1	-0.4	7
O=C(Nc1ccc2c(c1)OCCO2)c1cncc(Br)c1	-13	-23	21	33	-1	2	0.5	18
Cc1ccc(NC(=O)CN(C)C(=O)CSc2nncn2C)cc1	-6	-17	4	0	1	-1	0.3	18
COc1cc2c(cc1OC)CN(c1nc(CN3CCOCC3)nc3sc4c(c13)CCCC4)CC2	4	-7	25	-3	-2	-17	0.4	-17
COc1ccc(C2=NCCNC(C(F)(F)F)=C2)cc1	3	6	-8	-8	-4	0	-1.1	4
Cc1oc(/N=C/c2cccc3ccccc23)c(C#N)c1C	8	-7	30	5	19	0	-2.3	11
COc1cccc(C(=O)O[C@H]2[C@H](Cc3ccccc3)NS(=O)(=O)[C@H]3C[C@@H]4C=C[C@]23O4)c1	-10	-5	1	-7	3	-3	0.3	8
O=[N+]([O-])c1ccc(-n2nncc2-c2ccccc2)cc1	-2	-34	-8	-17	3	-2	0.7	1
O=C(CCCN=C1NS(=O)(=O)c2ccccc21)OCc1ccc(F)cc1	-1	-4	-9	-9	1	-2	-0.1	11
CC(CCc1ccccc1)N(C)CC(O)c1cccc([N+](=O)[O-])c1 (configuration not stated)	5	0	-15	3	6	-2	-0.7	19
Cc1ccc(CSc2ncccc2C(=O)O)cc1	0	16	-21	4	-2	1	0.7	24

Reprinted from the part before: four entries, then new ones.
SMILES	ATG4B inhibitor	SENP6 inh	PfG6PD inh	SENP7 inh	HKDC1 inhibitor	GRIN3A LBD mod	MPTP inh	SENP8 inh
O=[N+]([O-])c1ccc(-n2nncc2-c2ccccc2)cc1	-2	-34	-8	-17	3	-2	0.7	1
O=C(CCCN=C1NS(=O)(=O)c2ccccc21)OCc1ccc(F)cc1	-1	-4	-9	-9	1	-2	-0.1	11
CC(CCc1ccccc1)N(C)CC(O)c1cccc([N+](=O)[O-])c1 (configuration not stated)	5	0	-15	3	6	-2	-0.7	19
Cc1ccc(CSc2ncccc2C(=O)O)cc1	0	16	-21	4	-2	1	0.7	24
CSc1cccc(NC(=O)/C=C/c2ccco2)c1	0	-4	32	-4	8	-6	-0.3	-23
COc1ccc(N=CC2=C(O)CC(c3ccccc3)CC2=O)c(OC)c1 (configuration not stated)	-2	-9	11	-11	-12	-1	0.6	-161
Cc1cc(OCC(=O)NCCc2ccc(S(N)(=O)=O)cc2)c2c(C)cc(=O)oc2c1	-11	9	19	3	10	1	-0.1	-232
Cc1ccc(CNC(=O)CC(C)S(=O)(=O)c2cc3c(cc2C)NC(=O)CO3)cc1 (configuration not stated)	-6	16	-3	-7	-5	2	-1.3	2
CCCn1c(SCC(=O)Nc2cc(Cl)ccc2Cl)n[nH]c1=O	-3	-17	21	-8	-2	0	-1.4	14
Cc1cc(C)c2sc(C)[n+](CCCS(=O)(=O)[O-])c2c1	-20	-16	31	4	-8	-3	-0.2	14
COc1ccccc1CN1CC(C(=O)NCCC2=CCCCC2)CCC1=O (configuration not stated)	21	-9	-3	4	-6	0	-0.5	-6
O=[N+]([O-])C1=C(Nc2cccc3ccccc23)CS(=O)(=O)C1	4	-1	-8	13	-13	-1	-2.7	-15
COc1ccc(C(=O)/C=C/Nc2cccc(C)n2)cc1OC	-7	34	2	25	5	3	-0.4	-138
Cc1ccc(Cc2nc3ccccc3[nH]2)cc1	-4	.	8	.	-4	-2	0.4	12
O=C(CCNC(=O)c1ccco1)Nc1ccccc1	-3	-13	-15	2	-1	1	-0.8	7
CCC(=O)c1ccc(OCC(=O)OCC(=O)N2c3ccccc3CC2C)cc1 (configuration not stated)	0	-9	3	8	4	2	1.7	12
O=C(CCn1nnc2ccccc21)Nc1nnc(COc2ccc(F)cc2)s1	-2	-1	-9	-6	-7	0	3.6	19
Cc1cccnc1NC(=O)c1ccc(C(=O)c2ccccc2)cc1	-6	2	17	-3	5	0	-0.3	7
CCCn1ncc(OC)c(Cl)c1=O	6	-5	6	2	-13	1	-0.3	8

Profiles, looked up by structure.
Cc1ccc(Cc2nc3ccccc3[nH]2)cc1 is listed as ATG4B inhibitor: -4; SENP6 inh: .; PfG6PD inh: 8; SENP7 inh: .; HKDC1 inhibitor: -4; GRIN3A LBD mod: -2; MPTP inh: 0.4; SENP8 inh: 12
O=C(CCNC(=O)c1ccco1)Nc1ccccc1 is listed as ATG4B inhibitor: -3; SENP6 inh: -13; PfG6PD inh: -15; SENP7 inh: 2; HKDC1 inhibitor: -1; GRIN3A LBD mod: 1; MPTP inh: -0.8; SENP8 inh: 7

Remaining list, next part.
SMILES	ATG4B inhibitor	SENP6 inh	PfG6PD inh	SENP7 inh	HKDC1 inhibitor	GRIN3A LBD mod	MPTP inh	SENP8 inh
Nc1nc(CSC(=S)N2CCCCC2)nc(Nc2ccccc2)n1	-14	8	8	1	-7	-1	2.6	12
NS(=O)(=O)c1ccc(NN=C2CCCCC2)c([N+](=O)[O-])c1	1	-14	-5	0	-3	11*	5.7	25
N#Cc1ccccc1NC(=O)COc1ccccc1C(=O)Nc1ccccc1	-12	-22	12	-15	5	-5	1.1	-22
Cc1cc(C)c(S(=O)(=O)N(C)CC(=O)NCCN2CCOCC2)c(C)c1	5	-7	-24	-12	-3	1	1.7	19
CCOC(=O)CNC(=O)c1cnn2cccnc12	2	-15	2	3	-3	5	1.0	-183
